High-throughput results deposited in PubChem BioAssay by National Center for Advancing Translational Sciences (NCATS).
KCNH2 WT inh: blocks the wildtype human KCNH2 potassium channel; hit rate 0.37% among 340,000; Q12809; U2OS, BacMam KCNH2, thallium flux FluxOr; stronger effect = lower value; AID 720551; activity change, % at 1.84 µM;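 active = maximum activity change below -70%; inconclusive = maximum activity change between -70% and -50%; inactive = maximum activity change above -50%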; also: % is scaled to controls: 0 for no effect and ±100 for the full control effect
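U2OS cells were transduced with wild-type KCNH2 virus (2.03 x 10^8 / mL) for 4 h at room temperature, then cultured overnight at 37 C. Thallium flux was read with FluxOr dye. Rate constants were normalized to DMSO controls.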
MBNL1 CUG block: blocks human MBNL1 binding to CUG repeat RNA. Q9NR56. TR-FRET MBNL1-His/biotin-(CUG)12 binding, 665/545 ratio. Potency, µM (doses to about 57.5 µM), for inactives: top-dose activity change, negative = inhibition, hits mostly inhibitors. hit rate 0.036% among 280,000. AID 2675; active = well fitted inhibition curve with a large enough effect in the signal ratio, with a control signal flat, not every such curve was filed as active; inconclusive = small, poorly fitted or top-dose-only effect, or effect the other way, or a change in a side signal; inactive = no such curve, though single readings can be large or run the other way; the % refers to the signal ratio; also: potency is read from the fitted curve at half-maximal effect; % is scaled to controls: 0 for no effect and ±100 for the full control effect
Target sequence (Q9NR56 whole entry, looked up): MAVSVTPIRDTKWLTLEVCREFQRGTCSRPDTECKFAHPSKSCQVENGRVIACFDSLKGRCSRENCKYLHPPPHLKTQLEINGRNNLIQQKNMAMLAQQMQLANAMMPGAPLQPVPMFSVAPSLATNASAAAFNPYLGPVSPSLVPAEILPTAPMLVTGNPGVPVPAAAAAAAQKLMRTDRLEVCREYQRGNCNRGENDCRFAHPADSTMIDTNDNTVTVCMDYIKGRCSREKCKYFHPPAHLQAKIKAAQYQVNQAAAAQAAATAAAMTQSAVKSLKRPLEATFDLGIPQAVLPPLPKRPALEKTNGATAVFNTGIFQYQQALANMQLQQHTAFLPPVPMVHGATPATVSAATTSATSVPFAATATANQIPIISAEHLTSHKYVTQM
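Inhibition of protein-RNA binding appears as loss of TR-FRET between terbium anti-His antibody on MBNL1-His and streptavidin-XL665 on biotin-(CUG)12. Activity is normalized to buffer-only and uninhibited-complex controls.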
TSHR antag: antagonists of human thyroid stimulating hormone receptor | P16473 | TSHR-expressing cells, TSH-stimulated cAMP HTRF, 2 h; stronger effect = lower value | activity change, negative = inhibition, % at 11.5 µM | hit rate 0.2% among 330,000 | AID 504810;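 active = activity change below a set negative limit, meaning inhibition stronger than a set level, cut at about -70% in these data; inconclusive = activity change between two set negative limits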; also: % is scaled to controls: 0 for no effect and ±100 for the full control effect
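Cell-based HTRF cAMP assay; TSHR cells + compound, TSH EC80 (4nM final), 2 h, 37 deg C. Lysis with anti-cAMP cryptate and cAMP-d2, 30 min RT, read 665/620 nm.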
Mito fusion act: inhibitors of mitochondrial division or activators of mitochondrial fusion | Potency, µM (titrated, usually from 46.1 µM), without a hit: at the top dose growth rescue (activation), actives largely listed as activators | S. cerevisiae fusion-defective mutant growth rescue, CellTiterGlo 48 h | hit rate 0.23% among 320,000;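 also: potency is read from the fitted curve at half-maximal effect; % of control where 0% means no effect; nearly all actives have a fitted effect of over 45% in size; temperature-sensitive fusion mutants such as fzo1-1 at 37 °C on non-fermentable ethanol glycerol medium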
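S. cerevisiae fusion-defective temperature-sensitive mutants (e.g. fzo1-1, mgm1-5) grown 48 h at 37C in YPEG (ethanol/glycerol non-fermentable) medium with 23 nl compound per well; growth rescue read as CellTiterGlo luminescence.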
Chronic BCR inh: inhibitors of chronic active B-cell receptor signaling; ABC-DLBCL IkBa-CBG/CBR reporter, luminescence ratio, 4 h; Potency, µM (doses to about 46.1 µM), for inactives: at the top dose ratio change, negative = lower green/red ratio, actives largely listed as inhibitors; hit rate 0.05% among 340,000; active = well fitted inhibition curve with a large enough effect in the signal ratio, with a control signal flat, not every such curve was filed as active; inconclusive = small, poorly fitted or top-dose-only effect, or effect the other way, or a change in a side signal; the % refers to the signal ratio;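 also: potency is read from the fitted curve at half-maximal effect; plate controls were basal doxycycline-induced cells for no effect and cells given 10 µM MG132 for full effect; MG132 reads +100%, hits lower the ratio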
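TMD8 ABC-DLBCL cells carrying doxycycline-inducible green luciferase fused to IkappaBalpha plus unfused red luciferase were exposed to compounds (up to 46 uM) for 4 hrs at 37C. Activity came from the overlap-corrected green/red luminescence ratio.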
Menin MLL FP TR: inhibitors of human menin-MLL interaction, mutant MLL peptide; O00255; Menin + Texas Red MLL mutant peptide, fluorescence polarization; Potency, µM (highest dose often 61.6 µM), for inactives: at the highest dose FP activity change, negative = inhibition, usual class: inhibitors; hit rate 0.23% among 270,000; AID 1768; active = well fitted inhibition curve with a large enough effect in the polarisation, with a control signal flat, not every such curve was filed as active; inconclusive = small, poorly fitted or top-dose-only effect, or effect the other way, or a change in a side signal; inactive = no such curve, though single readings can be large or run the other way; the % refers to the polarisation; also: potency is read from the fitted curve at half-maximal effect; % of control where 0% means no effect; many of its hits are not listed in these tables
Eya2 phos inh: Eya2 (human) phosphatase inhibition; O00167; recombinant Eya2, OMFP fluorescence dephosphorylation (OMFP is methylfluorescein phosphate); Potency, µM (top dose mostly 76.9 µM), without a hit: at the top dose activity, negative = inhibition, usual class: inhibitors; hit rate 0.006% among 330,000; AID 488837; also: potency is read from the fitted curve at half-maximal effect; % is scaled to controls: 0 for no effect and ±100 for the full control effect
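Eya2 (0.2 uM) preincubated 10 min at ambient with compound, then OMFP substrate added at 50 uM; 10 min reaction in 50 mM HEPES pH 7.5, 50 mM NaCl, 5 uM MgCl2, 0.05% BSA, 1 mM DTT. Fluorescence read at Ex 485/Em 525 nm.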
PKM2 act: PKM2 (human) enzyme activation; P14618; purified PKM2, Kinase-Glo ATP luminescence, activation; response scale: 0% is enzyme alone, no compound; Potency, µM (titrated, usually from 57.5 µM), without a hit: at the highest dose activation, actives largely listed as activators; hit rate 0.34% among 260,000; AID 1631; also: potency is read from the fitted curve at half-maximal effect; % is scaled to controls: 0 for no effect and ±100 for the full control effect; nearly all actives have a fitted effect of over 55% in size
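ATP formation by purified human PK-M2, quantified via coupled luciferase luminescence after 1 h at room temperature with 0.1 mM ADP and 0.5 mM PEP final.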
GALK inh: blocks human galactokinase activity. Purified GALK, Kinase-Glo residual ATP luminescence. Potency, µM (doses to about 57.5 µM), inactives show at the highest dose activity change, negative = inhibition, hits mostly inhibitors. hit rate 0.007% among 270,000. AID 1868; also: potency is read from the fitted curve at half-maximal effect; % is scaled to controls: 0 for no effect and ±100 for the full control effect
Target sequence (P51570 whole entry, looked up): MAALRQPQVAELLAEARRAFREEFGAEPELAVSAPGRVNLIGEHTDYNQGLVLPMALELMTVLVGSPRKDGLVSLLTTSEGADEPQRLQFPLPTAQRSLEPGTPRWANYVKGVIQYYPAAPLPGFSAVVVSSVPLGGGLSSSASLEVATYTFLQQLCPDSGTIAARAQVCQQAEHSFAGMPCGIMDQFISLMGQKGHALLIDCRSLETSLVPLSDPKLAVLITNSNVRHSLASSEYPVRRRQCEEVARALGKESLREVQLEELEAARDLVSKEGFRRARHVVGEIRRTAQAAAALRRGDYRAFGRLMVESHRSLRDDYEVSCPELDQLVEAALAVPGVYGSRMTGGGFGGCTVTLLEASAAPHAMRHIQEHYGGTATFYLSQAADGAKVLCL
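Compounds were pin-transferred into ATP buffer (35 uM final), then GALK plus galactose (5 nM, 100 uM final) was added. After 1 h at room temperature, Kinase-Glo Plus was added and luminescence read after 10 min.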
USP2a block: inhibitors of human ubiquitin-specific protease USP2a. hit rate 0.01% among 330,000. Potency, µM (doses to about 38.3 µM), without a hit: top-dose activity change, negative = inhibition, hits mostly inhibitors. USP2 core, Ub-CHOP2 coupled fluorogenic reporter, 485/531;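 also: potency is read from the fitted curve at half-maximal effect; plate controls were DMSO wells for no effect and full inhibition by NEM control for full effect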
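Deubiquitinase activity read as fluorescence (485/531 nm) after Ub-CHOP2 cleavage activates the enterokinase reporter on its substrate; USP2 core 10nM, Ub-CHOP2 and substrate 25nM each, 30min compound preincubation then 60min RT; data normalized to NEM, curves fitted.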
ASM inhibitor: human S-ASM enzyme inhibition | AID 504937 | placental ASM, HMU-PC fluorogenic substrate, 60 min | hit rate 0.006% among 340,000 | P17405 | Potency, µM (top dose mostly 57.5 µM), for the others: at the top dose activity change, negative = inhibition, actives largely listed as inhibitors; also: potency is read from the fitted curve at half-maximal effect
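Human placenta-derived ASM enzyme was preincubated with compound for 10 minutes at room temperature, then given fluorogenic substrate HMU-PC0 (9 uM final) for 60 minutes at 37 °C; a pH 10 stop preceded fluorescence reading at Ex 386/Em 447 nm.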
Starred values were filed as active, the others as inactive; ? = inconclusive; · = no result given; [ ] = dose if it differs, or a comment. Unless noted, calls follow the shape of the dose curve; as a rule, active = well fitted curve in the direction sought with a large enough effect; inconclusive = small, poorly fitted or top-dose-only effect, or another doubt; inactive = no such curve, though single readings can be large; an effect the other way counts as inactive or inconclusive. Not all compounds are listed. The share of hits here may be higher or lower than overall.

SMILES	KCNH2 WT inh	MBNL1 CUG block	TSHR antag	Mito fusion act	Chronic BCR inh	Menin MLL FP TR	Eya2 phos inh	PKM2 act	GALK inh	USP2a block	ASM inhibitor
Cc1ccc(C(=O)CSc2nnc(CNc3ccc(C)cc3C)n2Cc2ccco2)cc1	-8.0	-0.8%	2.7	9.3%	-10.9%	-7.4%	0.7%	-0.1%	0.2%	-5.0%	-13.8%
COCCNC(=O)C(=O)N/N=C/c1ccc(C(=O)OC)cc1	-5.0	4.1%	2.1	7.2%	5.5%	-4.2%	2.4%	-0.6%	3.7%	3.7%	-2.8%
COc1ccc(C2N(c3cc(Cl)ccc3OC)C(=O)C3CCCN32)cc1OC (stereo unspecified)	-7.5	-16.8%	-0.4	-1.6%	-29.6%	1.4%	-20.6%	0.4%	1.2%	3.7%	3.9%
O=C(NNC(=O)C1CCCN(c2ncccn2)C1)c1ccc(F)cc1 (stereo unspecified)	4.1	-5.8%	-8.9	-0.5%	-3.7%	-12.1%	-1.4%	-8.3%	-3.3%	1.0%	2.0%
CC(=O)c1c(C)[nH]c(C(=O)NCCCN2CCCC2)c1C	-2.7	-0.6%	9.1	-11.5%	-13.0%	15.7%	-28.2%	-4.7%	-0.2%	-0.7%	-0.3%
COc1ccc(NC(=O)CSc2nnc3ccc(-c4ccccn4)nn23)cc1OC	-5.8	·	0.8	-2.7%	1.3%	·	-0.2%	·	·	0.6%	·
Cn1ccnc1C(O)c1cccc(OCc2ccccc2)c1 (stereo unspecified)	8.3	2.8%	-0.5	-4.9%	0.1%	-0.7%	1.1%	0.0%	0.0%	4.4%	-2.1%
Cc1ccc(NC(=O)CNC(=O)c2ccco2)nc1	-10.3	3.8%	11.7	0.8%	?	·	-1.3%	-3.4%	-7.1%	3.6%	1.1%
Cc1ccc(-c2ocnc2C(=O)N2CCOCC2)cc1	-1.6	-6.3%	7.0	-5.4%	-5.2%	-14.8%	-1.3%	·	2.4%	6.8%	4.5%
N#Cc1cccc(NC(=O)CSc2cccc[n+]2[O-])c1	-4.0	·	-9.8	·	-0.2%	·	-8.3%	·	·	-0.8%	4.3%
Cc1cccc(C2(c3cccc(C)c3)CC2C(=O)NCC2CCCO2)c1 (stereo unspecified)	-2.7	0.3%	-7.3	-3.5%	0.1%	?	2.0%	2.8%	1.7%	0.2%	8.8%
O=C(CCC(=O)OCC(F)(F)C(F)F)Nc1ccc(Cl)cc1	-4.3	4.2%	-3.6	-0.4%	-3.0%	12.1%	-9.0%	0.4%	3.0%	0.4%	-1.7%
CC(=O)c1c(C)nc(-c2ccc(Cl)cc2)nc1N	5.8	?	8.9	-3.3%	?	11.7%	9.6%	-0.2%	-2.5%	1.6%	-7.5%
O=C(CC1Nc2ccccc2NC1=O)Nc1cc(Cl)cc(Cl)c1 (stereo unspecified)	-10.2	-3.9%	-9.5	-2.5%	5.6%	?	12.2%	-1.0%	-1.6%	3.3%	238.1%[activator]
O=C(CCN1C(=O)/C(=C/c2cccs2)SC1=S)Nc1ccccn1	-5.6	15.6%	-5.7	7.5%	?	-28.0%	2.4%	-0.6%	-0.5%	-1.2%	-0.9%
CS(=O)(=O)Nc1ccc(C(=O)NCc2ccccn2)cc1	2.3	-2.3%	-6.5	-2.0%	-3.1%	32.5%[activator]	-1.1%	-1.5%	0.3%	0.6%	-2.5%
COc1ccc(C(=O)COC(=O)/C=C/c2ccccc2[N+](=O)[O-])cc1	-3.6	·	-1.3	·	?	·	-7.5%	·	·	-3.3%	-3.0%
COc1ccc(CNc2nc3ccccc3n2C)c(OC)c1	16.4	-13.3%	3.3	-10.5%	6.8%	-8.0%	-2.8%	-55.0%	12.1%	2.0%	-0.2%
C=CCN(C)NC(=O)Nc1ccccc1	-10.0	-3.8%	-0.7	-2.8%	11.9%	11.6%	8.2%	0.7%	0.1%	0.7%	-1.0%
Cc1cccc(-c2nnc(SCC(=O)Nc3cccc(C(=O)N4CCOCC4)c3)n2C)c1	3.6	-10.0%	9.9	-3.9%	-2.3%	-1.6%	-1.5%	7.6%	0.6%	3.9%	13.0%
O=[N+]([O-])c1cc([N+](=O)[O-])c2n[nH]c(-c3ccccc3)c2c1	2.4	·	-8.9	-1.1%	?	18.8%	-17.1%	-2.0%	-0.1%	-0.7%	-2.4%
O=C(COC(=O)C1Cc2ccccc2CN1C(=O)c1ccccc1Cl)Nc1ccc(N2CCOCC2)cc1 (stereo unspecified)	4.8	8.4%	4.9	11.9%	0.0%	-5.1%	7.9%	-1.1%	0.3%	-0.9%	-3.2%
COc1ccc(NC(=S)Nc2cc(S(=O)(=O)N3CCCCC3)ccc2OC)cc1	·	·	-2.9	-2.9%	3.4%	-0.8%	0.1%	-0.8%	-0.1%	-0.4%	·
O=C(CSC1=NCCS1)NC1CCCC1	7.7	-3.9%	-11.5	0.4%	-3.0%	1.2%	-4.9%	-1.5%	-2.5%	0.8%	0.7%
CCOc1ccc(CCNC(=O)c2cccc(S(=O)(=O)N3CCOCC3)c2)cc1OCC	-7.2	·	·	-4.6%	-2.9%	·	-8.1%	·	·	-1.1%	-2.5%
Cc1ccc(N2C(=O)c3ccccc3C2(O)c2ncc[nH]2)cc1 (stereo unspecified)	-4.0	7.6%	-1.0	-1.5%	6.2%	13.1%	-11.6%	-1.9%	2.3%	0.3%	2.7%
COc1cc2[nH]c(=S)nc(NCc3ccccn3)c2cc1OC	-6.9	-6.9%	-7.4	?	1.7%	4.6%	-12.2%	-6.8%	11.1%	0.4%	3.4%
COc1ccc(C(=O)N2CCCC(C(N)=O)C2)cc1S(=O)(=O)N1CCOCC1 (stereo unspecified)	-5.3	·	18.9	-3.8%	5.1%	·	-17.3%	·	·	1.4%	5.8%
COc1cccc(NC(=S)N(Cc2ccc(C(=O)O)cc2)Cc2ccc(OC)c(OC)c2)c1	-4.7	-4.5%	-1.2	5.1%	13.7%	2.1%	-2.0%	-3.0%	-1.4%	-1.3%	5.1%
CCn1c(SCC(=O)NC2CCCC2)nnc1-c1ccco1	1.5	3.4%	1.3	-0.9%	-6.4%	-1.7%	-5.1%	·	5.2%	0.7%	1.5%
Cc1ccc2nc(NC(=O)CN3C(=O)C4CC=CCC4C3=O)sc2c1 (stereo unspecified)	-1.2	?	2.7	-7.3%	?	20.9%	4.4%	-2.9%	-6.4%	1.5%	-2.5%
CCOC(=O)CCSc1n[nH]c(=S)s1	-0.3	·	33.2	0.7%	8.1%	·	0.2%	-1.6%	1.4%	1.4%	4.8%
COCCOC(=O)C1=C(C)NC(=O)NC1c1cccs1 (stereo unspecified)	11.3	-7.2%	34.9	19.3%	13.7%	-7.2%	-19.0%	-12.1%	-0.1%	1.3%	2.8%
C=CCn1cnnc1SCC(=O)N(C1CCCCC1)C1CCS(=O)(=O)C1 (stereo unspecified)	1.3	·	11.8	·	0.5%	·	2.1%	·	·	1.4%	-0.7%
Cc1cc(C)nc(N/C(=N\S(=O)(=O)Cc2ccccc2)Nc2cccc(Cl)c2C)n1	3.2	5.6%	1.6	-2.7%	-0.6%	-9.7%	14.8%	-1.1%	-3.8%	-1.2%	-1.0%
O=C(COC(=O)CCC(=O)c1ccc(F)cc1)Nc1ccccc1	-11.1	-4.7%	3.1	5.7%	8.8%	5.7%	-5.9%	10.7%	-6.6%	-1.1%	-1.4%
COc1cc(NC(=O)c2ccc(NC3=NC4CS(=O)(=O)CC4S3)cc2)cc(OC)c1 (stereo unspecified)	-12.6	-2.2%	15.0	-1.6%	5.5%	13.3%	-1.9%	18.9%	·	0.1%	1.6%
O=C(CCn1ccc([N+](=O)[O-])n1)NC1CCCCCC1	-2.2	27.6%	0.4	-1.6%	7.7%	11.2%	5.9%	-1.8%	0.6%	-1.0%	4.5%
